GLP1R inv ag – GLP-1 receptor (human) inverse agonism. AID 624417. 1.6% of 410,000 active. Potency, µM (doses to about 38.3 µM), without a hit: top-dose activity change, negative = inhibition, actives largely listed as inhibitors. P43220. HEK293 GLP-1R CRE-luciferase, luminescence, 24 h; GLP-1R form is constitutively active; note: potency is the fitted concentration of half-maximal effect; % is set by controls: 0 for no effect and ±100 for the full control effect; nearly all actives have a fitted effect of over 55% in size
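HEK293 cells stably co-expressing a cAMP-responsive luciferase reporter and constitutively active GLP-1R were seeded, incubated 12 h, then exposed to compounds for 24 h at 37 C. Luminescence was read 12 min after detection reagent; inverse agonists lower signal.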
PI5P4Ka inh – PI5P4K alpha (human) kinase inhibition | PI5P4Kalpha enzyme, ADP-Glo luminescence, 60 min; stronger effect = lower value | max response, % | P48426 | 1.2% of 330,000 active | AID 652105; active = max response of -50% or lower; inconclusive = between -30% and -50%; inactive = -30% or higher; note: value at the top dose of about 77 µM; % is set by controls: 0 for no effect and ±100 for the full control effect
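Enzyme plus substrate dispensed, test compounds pinned in, then ATP (5 microM final) added. After 60 min at RT, ADP-Glo reagent 1 for 45 min and reagent 2 for 30 min preceded luminescence imaging.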
GLP-1R agonist – activates the human GLP-1 receptor. P43220. Potency, µM (series often up to 45.6 µM), for the others: at the top dose activation, hits mostly activators. AID 624172. HEK293 GLP-1R CRE-luciferase, luminescence, 4-6 h; cells express a hypersensitive GLP-1R form. 0.007% of 380,000 active; note: potency is the fitted concentration of half-maximal effect; % of control where 0% means no effect
PTHR1 agonist – PTHR1 (human) receptor agonism. 0.075% of 410,000 active. HEK293 GP2 PTHR1 cells, GloSensor cAMP luminescence, 1 h. Potency, µM (doses to about 115 µM), for inactives: at the top dose activation, actives largely listed as activators. AID 743266; note: potency is the fitted concentration of half-maximal effect; nearly all actives have a fitted effect of over 55% in size; some results filed as inactive show a strong effect at the top dose; inactives centre near -15; many of its hits are not listed in these tables
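HEK-293-derived GP2 cells expressing PTHR1 and a GloSensor cAMP reporter, 3,000/well, plated overnight, given luciferin plus IBMX (each 0.5 mM as added) for 1 h at 37 °C, then compound for 1 h at 37 °C. Luminescence was read after 15 min at room temperature.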
IL-2 act – IL-2 activation; IL-2 activation reporter assay, cell-based qHTS; stimulated with anti-CD3/CD4/CD28 beads; in transgenic mouse T cells; activation, % (series mostly up to about 46 µM); 0.065% of 360,000 active; AID 652025; in the data active = activation above about 50%; inconclusive = mostly about 30% to 49%; note: 0% is about no effect
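Using fluorescent plate cytometry, EGFP and DsRed are detected in transgenic mouse T cells stimulated 18 h at 37 degrees C with antibody-coated beads after 60 min compound pretreatment.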
EPAC1 antag – EPAC1 (human) antagonism; O95398; EPAC1 GEF assay, Rap1b-BODIPY-GDP exchange fluorescence; Potency, µM (series often up to 115 µM), without a hit: at the highest dose activity change, negative = inhibition, hits mostly inhibitors; 0.14% of 360,000 active; AID 720709;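 note: potency is the fitted concentration of half-maximal effect; plate controls were vehicle for no effect and positive control for full effect; nearly all actives have a fitted effect of over 50% in size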
Target sequence (O95398 whole entry, looked up): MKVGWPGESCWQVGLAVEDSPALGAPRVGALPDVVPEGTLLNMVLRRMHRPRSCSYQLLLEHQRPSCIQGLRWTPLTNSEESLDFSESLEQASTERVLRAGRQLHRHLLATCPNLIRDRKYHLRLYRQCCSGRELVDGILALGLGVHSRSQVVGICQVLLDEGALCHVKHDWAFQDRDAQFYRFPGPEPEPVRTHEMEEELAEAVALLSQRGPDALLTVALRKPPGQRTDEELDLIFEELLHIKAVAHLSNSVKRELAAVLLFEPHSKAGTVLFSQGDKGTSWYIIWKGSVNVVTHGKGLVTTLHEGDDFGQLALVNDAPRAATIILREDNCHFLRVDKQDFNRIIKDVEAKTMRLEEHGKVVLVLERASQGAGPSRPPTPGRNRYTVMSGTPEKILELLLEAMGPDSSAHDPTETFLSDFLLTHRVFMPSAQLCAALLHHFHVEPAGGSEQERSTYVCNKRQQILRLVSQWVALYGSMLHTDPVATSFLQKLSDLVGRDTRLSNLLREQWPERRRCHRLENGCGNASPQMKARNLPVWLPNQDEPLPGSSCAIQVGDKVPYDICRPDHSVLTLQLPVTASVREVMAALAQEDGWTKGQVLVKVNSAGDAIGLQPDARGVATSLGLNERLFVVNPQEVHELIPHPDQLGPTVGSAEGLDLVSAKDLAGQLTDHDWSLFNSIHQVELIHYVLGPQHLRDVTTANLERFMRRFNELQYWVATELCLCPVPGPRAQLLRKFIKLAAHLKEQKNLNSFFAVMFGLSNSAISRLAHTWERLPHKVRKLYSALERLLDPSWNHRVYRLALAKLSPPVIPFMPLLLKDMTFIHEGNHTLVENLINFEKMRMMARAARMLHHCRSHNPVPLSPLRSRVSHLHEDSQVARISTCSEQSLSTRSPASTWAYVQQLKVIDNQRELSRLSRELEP
HEK293 tox – cytotoxicity in counter-screen for GLP-1R inverse agonists; HEK293 cAMP-luciferase reporter cells, luminescence, 24 h; Potency, µM (titrated, usually from 38.3 µM), for the others: at the highest dose activity change, negative = inhibition, hits mostly inhibitors; 0.13% of 410,000 active; AID 624418;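 note: loss of luciferase light is scored as toxicity; potency is the fitted concentration of half-maximal effect; % is set by controls: 0 for no effect and ±100 for the full control effect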
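Cells in DMEM/10% Nu serum/1% pen-strep, 1536-well format. Pre-incubated 12 h, dosed with 23 nL compound, incubated a further 24 h. Luciferase detection, 12 min at room temp, luminescence.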
EPAC1 ag – EPAC1 (human) agonism; O95398; 0.073% of 360,000 active; Potency, µM (top dose mostly 154 µM), inactives show top-dose activation, most hits filed as activators; EPAC1 agonist qHTS, biochemical assay; response scale: 100% = response to 6.5 mM cAMP; AID 720707; note: potency is the fitted concentration of half-maximal effect; nearly all actives have a fitted effect of over 60% in size
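EPAC1 100 nM, Rap1B–BODIPY-GDP 250 nM, unlabeled GDP 50 uM; compound titration; 5 min RT; kinetic read ex480/em540 at 5-min intervals ×30 min; data normalized to 6.5 mM cAMP agonist control.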
PLK1 PBD inh – inhibitors of human PLK1 polo-box domain binding. Plk1 PBD binding of FITC phosphopeptide, fluorescence polarization. AID 720504. 2.8% of 360,000 active. Potency, µM, inactives show max response, negative = inhibition, hits mostly inhibitors; note: potency is the fitted concentration of half-maximal effect; series mostly up to about 57 µM; % is set by controls: 0 for no effect and ±100 for the full control effect; nearly all actives have a fitted effect of over 65% in size
An asterisk follows results filed as active; i = inactive; ? = inconclusive; nt = not tested or not shown; & = joins results of further samples; [ ] = another dose, or the depositor's remark. Unless noted, calls come from the whole dose curve; as a rule, active = well fitted curve in the direction sought with a large enough effect; inconclusive = small, poorly fitted or top-dose-only effect, or another doubt; inactive = no such curve, though single readings can be large; an effect the other way counts as inactive or inconclusive.

SMILES	GLP1R inv ag	PI5P4Ka inh	GLP-1R agonist	PTHR1 agonist	IL-2 act	EPAC1 antag	HEK293 tox	EPAC1 ag	PLK1 PBD inh
CC1(CCl)CN1S(=O)(=O)c1ccccc1 (stereo not given)	14%	2	-2%	-6%	-3.7	-1%	-3%	8%	?
O=C1NCN(c2ccccc2)C12CCN(C(c1nnnn1C1CCCCC1)C1CC1)CC2 (stereo not given)	-13%	15	11%	-19%	0.2	-26%	-10%	-16%	-6%
CCCCc1nc2ccccc2c(=O)n1-c1ccccc1[N+](=O)[O-]	?	-8	5%	i	0.4	-2%	-10%	-5%	1%
CN1CCC(C)(O)C2CCCCC21 (stereo not given)	-4%	-5	1%	i	0.4	9%	3%	-1%	2%
O=C1NCCOC(=O)[C@H](Cc2ccc(F)cc2)CC/C=C/C[C@H]1CC(=O)N(CCO)Cc1ccccc1	-15%	1	-6%	i	0.4	4%	4%	-7%	-14%
CC(=O)c1c(C)n(CCCOC(C)C)c2ccc(O)cc12	13%	nt	-1%	i	2.2	-1%	-11%	-2%	-12%
O=c1[nH]c2ccccc2n1C1CCN(C(c2ccccc2OC(F)(F)F)c2nnnn2-c2ccc3c(c2)OCCO3)CC1 (stereo not given)	?	6	-6%	-18%	-0.2	5%	?	7%	-1%
Cc1cccc(N=Cc2c(O)n(-c3ccccc3C)c(=O)[nH]c2=O)c1	0%	nt	-7%	i	2.2	3%	6%	-1%	-2%
O=Cc1c(C(=O)O)n(Cc2ccccc2F)c2ccccc12	20%	4	-2%	i	1.4	-16%	12%	-3%	-12%
COc1cccc(O)c1CN1CCCC(C(=O)c2sccc2C)C1 (stereo not given)	?	8	8%	-33%[inhibitor]	-0.2	8%	?	18%	-3%
O=C1NC(=O)C2(Cc3c(nc4ccccn4c3=O)N3CCCCCC32)C(=O)N1Cc1ccccc1 (stereo not given)	-1%	0	-6%	-21%	-1.0	-2%	-2%	8%	-11%
COc1cc(NC(=O)CN2C3CCC2CC(O)(c2cccnc2)C3)cc(OC)c1 (stereo not given)	3%	-1	0%	i	0.3	-15%	7%	1%	-13%
c1cc2c(cc1-c1ccc3c(c1)OCO3)CNCc1cnnn1-2	1%	-1	-3%	-19%	0.0	-12%	1%	11%	-13%
CCC[C@@H](CN[C@@H](CNC)C(C)C)NCCCCc1ccccc1	-26%	-5	0%	-19%	-1.9	7%	?	-15%	2%
COC(=O)c1cn(S(=O)(=O)c2ccccc2)c2ccccc12	?	21	22%	-8%	-0.4	-26%	0%	4%	-6%
COc1ccc([N+](=O)[O-])cc1N=Cc1c(O)n(CCc2ccccc2)c(=O)n(C(C)C)c1=O	-27%	-6	18%	i	-0.6	25%	-7%	-3%	-3%
CC(=O)Nc1cc(C(=O)N2CCC3(CC2)OCCO3)ccc1S(=O)(=O)c1ccc(C)cc1	6%	-7	-9%	-24%[57.5 µM]	0.1	8%	-9%	4%	-1%
CCCCN1C(=N)C(CC)(CC)C(=O)NC1=O	-5%	-1	1%	i	-0.3	-15%	-2%	9%	-6%
COC(=O)c1cc2c(s1)=NC=NP=2(N1CCOCC1)N1CCOCC1	14%&0%	-8	-5%&-15%	i	-0.8&-1.3	11%&7%	-5%&4%	-3%&10%	4%&-6%
C[C@H]1[C@@H](c2ccccc2)O[C@@H](c2ccccc2Br)N1C	43%[activator]	9	14%	i	-2.1	-1%	2%	11%	-6%
Cc1ccsc1C(=O)C1CCCN(Cc2cccc(OCCO)c2)C1 (stereo not given)	-10%	3	11%	i	-2.7	1%	-13%	2%	-4%
O=c1[nH]c(=S)n(C2CC2)c(O)c1C=NCc1cccnc1	5%	70	2%	i	0.9	-3%	0%	6%	-5%
CCOC(C(=O)OCCCN(CC)CC)(c1ccccc1)c1ccccc1	?	12	29%	i	-2.8	-8%	-7%	-2%	?
COc1ccccc1N1CCN(C(=O)c2sc3nc(C)nc(N4CCN(c5ccccn5)CC4)c3c2C)CC1	5µM*	-3	0%	i	-5.3	-39%	?	14%	-13%
O=c1oc(Cl)c(Cl)c2ccccc12	3%	-27	-5%	-24%	-0.6	?	6%	-22%	0.34µM*
COP(=O)(OC)C(NC(=O)/C=C/c1ccccc1)C(Cl)(Cl)Cl (stereo not given)	30%[activator]	-3	0%	-11%	-1.1	-2%	-1%	-3%	-21%
COc1ccc(CC(=O)N(CCN(C)C)CC2CCCN(Cc3ccccc3F)C2)cc1 (stereo not given)	?	3	-1%	-14%	0.5	0%	?	6%	-3%
COc1ccc(N2CCN(CCc3ccncc3)CC2)cc1	0%	3	16%	-13%	0.6	-9%	-6%	-3%	-1%
C/C(=N/Nc1nc(-c2ccccc2)cc(-c2ccc(F)cc2)n1)c1cccc(N)c1	?	-2	1%	-10%	-3.0	-5%	?	-2%	-4%
COC1=C(Nc2ccccc2)C(=O)c2ccccc2C1=O	-16%	0	4%	i	-3.6	-12%	?	-5%	-3%
CCc1cccc2sc(N3CCN(C(=O)c4ccc([N+](=O)[O-])o4)CC3)nc12	?	-5	10%	-35%[inhibitor]	-2.6	-1%	?	1%	-4%
COC(=O)CC(=O)c1ccc2c(c1)OCO2	6%	-6	1%	-21%	-2.1	6%	10%	-18%	-7%
Cc1cccc2c1=NC(=O)/C(=C/c1c(O)[nH]c(=O)[nH]c1=O)C=2	-7%	-54*	0%	i	-0.6	-1%	3%	2%	7.5µM*
Cc1ncc(CN2CCCC(C(=O)c3cccc(Cl)c3)C2)s1 (stereo not given)	?	0	19%	-5%	0.4	-4%	-16%	5%	-5%
CC(C)(C)c1ccc(S(=O)(=O)N2CC3CC(C2)c2cccc(=O)n2C3)cc1 (stereo not given)	3%	nt	0%	i	-1.7	4%	-3%	-2%	-5%
c1cc2c(c(NC3=NCCCS3)c1)CCCC2	?	-10	6%	-1%	1.3	3%	-18%	6%	-12%
CCCCn1c(O)c(C=NC2CC3CCC2(C)C3(C)C)c(=O)[nH]c1=O (stereo not given)	5.6µM*	0	4%	-22%	-1.3	-9%	-17%	0%	-3%
Cc1cccc(N2C(=O)/C(=C/c3ccc(N4CCN(C)CC4)o3)C(=O)NC2=S)c1C	17%	-22	-1%	-17%	-1.3	5%	-2%	26%	75%[activator]
N#C/C(N)=C(/N)C#N	6%	0	1%	i	1.5	-3%	-8%	-12%	-1%
O=c1[nH]c(SCc2ccccc2Cl)nc2c1CCCC2	0%	nt	9%	?	-1.4	8%	3%	-4%	-4%

Entries of single compounds from above. Order of screens: GLP1R inv ag	PI5P4Ka inh	GLP-1R agonist	PTHR1 agonist	IL-2 act	EPAC1 antag	HEK293 tox	EPAC1 ag	PLK1 PBD inh
Results for COC(=O)c1cn(S(=O)(=O)c2ccccc2)c2ccccc12 → ?	21	22%	-8%	-0.4	-26%	0%	4%	-6%
Results for Cc1ccsc1C(=O)C1CCCN(Cc2cccc(OCCO)c2)C1 (stereo not given) → -10%	3	11%	i	-2.7	1%	-13%	2%	-4%

Continuation.
SMILES	GLP1R inv ag	PI5P4Ka inh	GLP-1R agonist	PTHR1 agonist	IL-2 act	EPAC1 antag	HEK293 tox	EPAC1 ag	PLK1 PBD inh
COC(=O)C(O)(c1ccc(N(C)C(=O)OC(C)C)cc1)C(F)(F)F (stereo not given)	-11%	nt	6%	?	-2.1	-12%	1%	-5%	-5%
Clc1ccc(NC2=NCCCS2)cc1Cl	?	7	10%	-8%	-3.5	-5%	13%	9%	-7%
Cc1cc(OCC(=O)OC(C)(C)C)c2c3c(c(=O)oc2c1)CCC3	8%	-1	2%	i	-2.4	14%	-1%	5%	-21%
Cc1ccc(S(=O)(=O)CCC(=O)N(CCCN2CCOCC2)c2nc3ccccc3s2)cc1	-16%	8	0%	-25%	-3.7	2%	?	-9%	-29%
C=CCn1c(O)c(/C(C)=N/N2CCCCCC2)c(=O)[nH]c1=O	-27%	0	1%	-5%	0.0	9%	0%	-1%	4%
CCCCCCCCN=Cc1c(O)[nH]c(=O)[nH]c1=O	-5%	-1	6%	i	-2.4	-21%	4%	5%	-10%
O=S(=O)(c1ccccc1)N1CCN2CCCC2C1 (stereo not given)	-2%	-8	-4%	i	-0.9	9%	-1%	3%	-6%
O=C1C(Cl)=CC(=Nc2ccc(O)cc2)C=C1Cl	75%[activator]	-98*	0%	-28%	-0.4	-9%	?	2%	27µM*
COc1ccc(CNCCc2ccc3c(c2)OCO3)c(OC)c1OC	-20%	1	-1%	-1%	1.5	-10%	20%	3%	-6%
O=C(Oc1c(Br)cc(Br)c2cccnc12)N1CCCCC1	?	0	16%	-6%	-1.6	-19%	9%	5%	-6%
CCC12CN3CCN(CC(C3)/C1=N/NC(N)=O)C2	13%	0	1%	i	0.7	-4%	-5%	2%	-7%
C[C@]12CCC3C(CC[C@H]4C[C@@H](O)CC[C@]34C)C1C[C@@H](O)C2=O (stereo not given in full)	16%	-7	0%	?	1.4	-4%	0%	1%	-1%
Cc1cccc(-n2c(O)c(C)c(=O)[nH]c2=S)c1	12%	?	16%	i	-1.5	19%	4%	2%	12µM*
CCCCn1c(O)c(C(C)=NC(C)c2ccccc2)c(=O)[nH]c1=O (stereo not given)	?	4	23%	-18%[57.5 µM]	-0.3	-5%	-9%	-8%	-3%
N#Cc1ccc(NC(=O)CN2CCCCCC2)cc1Cl	?	-3	12%	30%	-3.9	-20%	9%	7%	-26%

Given in markdown: part of the list above.
| Structure | GLP1R inv ag | PI5P4Ka inh | GLP-1R agonist | PTHR1 agonist | IL-2 act | EPAC1 antag | HEK293 tox | EPAC1 ag | PLK1 PBD inh |
| --- | --- | --- | --- | --- | --- | --- | --- | --- | --- |
| O=C1C(Cl)=CC(=Nc2ccc(O)cc2)C=C1Cl | 75%[activator] | -98* | 0% | -28% | -0.4 | -9% | ? | 2% | 27µM* |
| COc1ccc(CNCCc2ccc3c(c2)OCO3)c(OC)c1OC | -20% | 1 | -1% | -1% | 1.5 | -10% | 20% | 3% | -6% |
| O=C(Oc1c(Br)cc(Br)c2cccnc12)N1CCCCC1 | ? | 0 | 16% | -6% | -1.6 | -19% | 9% | 5% | -6% |
| CCC12CN3CCN(CC(C3)/C1=N/NC(N)=O)C2 | 13% | 0 | 1% | i | 0.7 | -4% | -5% | 2% | -7% |

A portion of the library. The share of hits here may be higher or lower than overall.
